Tau FP inhib: inhibitors of human tau fibril formation. P10636. K18 P301L tau heparin fibrillization, Alexa594 FP, 6 h. Potency, µM (doses to about 57.7 µM), for inactives: at the highest dose activity, negative = inhibition, most hits filed as inhibitors. 280,000 tested, 0.39% active. AID 1468; note: % is set by controls: 0 for no effect and ±100 for the full control effect; nearly all actives have a fitted effect of over 55% in size
Target sequence (P10636 561-689 P618L limits assumed): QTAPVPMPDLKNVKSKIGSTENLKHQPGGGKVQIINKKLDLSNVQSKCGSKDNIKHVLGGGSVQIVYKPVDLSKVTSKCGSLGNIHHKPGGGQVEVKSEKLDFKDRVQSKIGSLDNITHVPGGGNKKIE
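Read-out: fluorescence polarization of Alexa 594-labeled tau (0.24 uM), 555 nm excitation, 632 nm emission. Mixtures held 15 uM unlabeled K18 P301L, compound and 20 uM heparin, pH 7 acetate buffer, incubated 6 hr at 37 C.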
GAA glycogen mod: alters human alpha-glucosidase cleavage of glycogen | P10253 | recombinant GAA, glycogen substrate, Amplex Red glucose oxidase fluorescence | Potency, µM (highest dose often 76.4 µM), for the others: at the highest dose activity change, negative = inhibition, most hits filed as inhibitors | 300,000 tested, 0.38% active | AID 2100;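 note: 0% = full enzyme reaction and -100% = no-enzyme basal signal; the screen sought inhibitors and activators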
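Recombinant human alpha-glucosidase (4 nM final) hydrolysed bovine liver glycogen (30 ug) for 40 min at 37 C in pH 5.0 citrate/phosphate with 0.01% Tween-20. Released glucose detected by glucose oxidase/Amplex Red, Ex 573/Em 610 nm. Compounds up to 77 uM; AC50 from Hill fits.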
aGlu spleen mod: inhibits or activates alpha-glucosidase in human spleen homogenate | P10253 | human spleen homogenate, 4-MU-alpha-glucoside fluorescence | Potency, µM (doses to about 79.9 µM), without a hit: at the highest dose activity change, negative = inhibition, most hits filed as inhibitors | 240,000 tested, 0.006% active;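 note: 0% = enzyme with vehicle and -100% = no enzyme basal signal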
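Human spleen homogenate (1 ug) with 4-methylumbelliferyl-alpha-D-glucopyranoside (1 mM final) in 50 mM citrate/phosphate pH 5.0, 0.01% Tween-20; 40 min at 37 C. Stopped at pH 10; 4-MU fluorescence Ex 365/Em 440 nm; AC50 by Hill fit.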
aGal spleen mod: inhibits or activates alpha-galactosidase in human spleen homogenate; P06280; human spleen homogenate, 4MU-alpha-Gal fluorescence, 40 min; Potency, µM (titrated, usually from 80 µM), for inactives: top-dose activity change, negative = inhibition, actives largely listed as inhibitors; 240,000 tested, 0.008% active; AID 2107;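 note: 0% = enzyme with vehicle and -100% = no enzyme basal signal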
Target sequence (P06280 32-429 limits assumed): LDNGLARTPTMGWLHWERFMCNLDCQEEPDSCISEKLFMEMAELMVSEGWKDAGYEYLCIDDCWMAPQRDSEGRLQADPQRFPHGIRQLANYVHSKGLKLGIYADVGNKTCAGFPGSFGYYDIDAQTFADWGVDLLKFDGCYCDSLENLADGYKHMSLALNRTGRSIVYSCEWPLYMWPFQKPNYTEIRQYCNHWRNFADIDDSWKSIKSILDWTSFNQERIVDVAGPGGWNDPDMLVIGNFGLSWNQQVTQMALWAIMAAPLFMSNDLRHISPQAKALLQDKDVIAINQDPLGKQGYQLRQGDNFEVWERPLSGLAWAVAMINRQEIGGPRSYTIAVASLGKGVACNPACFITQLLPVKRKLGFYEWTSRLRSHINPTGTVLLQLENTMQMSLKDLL
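Human spleen homogenate (1 ug) as enzyme source, 4-methylumbelliferyl-alpha-D-galactopyranoside 1 mM final, citrate/phosphate pH 5.0 with 0.01% Tween-20. Compounds 40 min at 37C, NaOH/glycine stop; fluorescence Ex 365/Em 440, Hill-fit AC50.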
Tau ThT inhib: tau fibrillization inhibition (ThT binding); P10636; recombinant tau K18 P301L, heparin-induced fibrillization, ThT fluorescence; Potency, µM (series often up to 57.4 µM), inactives show at the highest dose activity, negative = inhibition, hits mostly inhibitors; 270,000 tested, 2.1% active; AID 1460; note: % is set by controls: 0 for no effect and ±100 for the full control effect; nearly all actives have a fitted effect of over 55% in size
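In this qHTS, human K18 P301L tau is incubated with compound and heparin for 6 hr at 37 C, and Thioflavin T fluorescence then reports fibril load.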
GAA inhib: alpha-glucosidase (human) inhibition; purified human GAA, 4-MU-alpha-glucoside fluorescence; 200,000 tested, 0.005% active; Potency, µM (titrated, usually from 76.9 µM), for inactives: top-dose activity change, negative = inhibition, hits mostly inhibitors; P10253;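 note: plate controls were uninhibited enzyme wells for no effect and no-enzyme background for full effect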
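Enzyme (4 nM final) mixed with compound (up to 77 uM), then 4-MU-alpha-D-pyranoside (400 uM final) added; 20 min at room temperature, pH 5.0. Reaction stopped at pH 10, fluorescence read, AC50 derived by Hill fit.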
Tau fluor cs: counter-screen for tau fibril formation inhibitors; 280,000 tested, 0.93% active; AID 1463; Potency, µM (doses to about 57.7 µM), for the others: at the highest dose activity change, negative = decrease; tau K18 P301L (four-repeat tau fragment) Alexa594 fluorescence, heparin fibrillization; note: % is set by controls: 0 for no effect and ±100 for the full control effect; nearly all actives have a fitted effect of over 55% in size
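Human K18 P301L tau (15 uM unlabeled plus 0.24 uM Alexa 594-labeled, final) in 100 mM sodium acetate pH 7 was mixed with compound and 20 uM heparin and incubated 6 hr at 37 C.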
HTT ATP protect: cytoprotection in Huntington HTT-Q103 PC12 cell model; PC12 HTT-Q103 induced, cytoprotection, ATP luminescence, 40 h; Potency, µM (top dose mostly 56.4 µM), without a hit: cytoprotection (ATP increase), usual class: activators; 230,000 tested, 0.14% active; AID 1471;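 note: % of control where 0% means no effect; nearly all actives have a fitted effect of over 45% in size; toxic huntingtin expression switched on by the ecdysone agonist tebufenozide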
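Compounds added alongside 100 nM tebufenozide, which induces toxic Q103 huntingtin exon 1-GFP in stable PC12 cells; surviving cells quantified by luminescent ATP measurement. Medium: phenol red-free DMEM, 5% equine and 5% calf serum.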
Starred values were filed as active, the others as inactive; ? = inconclusive; / = no result given; & = joins results of further samples; [ ] = dose if it differs, or a comment. Calls come from the whole dose curve; as a rule, active = well fitted curve in the direction sought with a large enough effect; inconclusive = small, poorly fitted or top-dose-only effect, or another doubt; inactive = no such curve, though single readings can be large; an effect the other way counts as inactive or inconclusive. Potency is the fitted concentration of half-maximal effect. This is a subset (hit frequency here may not be typical).

Each structure is followed by: Tau FP inhib	GAA glycogen mod	aGlu spleen mod	aGal spleen mod	Tau ThT inhib	GAA inhib	Tau fluor cs	HTT ATP protect
> CC(C)(C)N(NC(=O)c1ccccc1)C(=O)c1ccccc1
→ -4.5%	2.7%	-18.1%	3.5%	-6.5%	8.1%	-7.0%	/
> CCOC(=O)C(C)(CC)NC(=O)CSP(=S)(OCC)OCC (centres undefined)
→ ?	-3.7%	-0.6%	0.7%	-3.6%	-20.5%	-8.9%	-15.4%
> c1ccc(P(c2ccccc2)c2ccccn2)cc1
→ 0.1%	2.8%	8.6%	3.0%	1.5%	/	-6.1%	26.3%[10 µM]
> CC(C)n1c(=O)c(C=Nc2ccc(Br)cc2)c(O)n(Cc2ccco2)c1=O
→ 0.2%	2.6%	5.0%	-1.5%	?	8.5%	-9.6%	-27.9%[10 µM]
> CC1CCN(CC(=O)c2ccc3c(c2)OCCO3)CC1
→ -0.7%	10.1%	-1.9%	-3.8%	-12.2%	2.2%	-4.4%	-83.8%[inhibitor]
> COc1ccc(-c2cc(-c3ccccc3)[n+](C)c(-c3ccccc3)c2)cc1
→ -0.2%	1.7%	-1.6%	17.6%	8.8%	8.6%	10.5%	-54.0%[inhibitor][10 µM]
> COc1ccc(/C=N\N=C(N)N)cc1
→ 9.8%	-1.4%	-1.7%	-2.3%	12.1%	0.9%	4.9%	2.7%
> c1cncc(C2Nc3cccc4cccc(c34)N2)c1
→ ?	1.3%&6.2%	-3.9%	3.1%	12.6µM*	/	14.1µM*[quencher]	-20.5%[10 µM]
> COC(=O)CCCNC(=O)CN1CC(c2ccccc2)CC1=O (centres undefined)
→ 5.9%	4.2%	3.5%	-0.5%	2.5%	-2.7%	11.7%	-6.1%
> COc1ccc(-n2c(O)c(C(C)=NCCc3c[nH]c4ccccc34)c(=O)[nH]c2=O)cc1
→ -1.6%	3.2%	-0.6%	2.7%	-9.0%	/	-23.4%	-5.1%[10 µM]

Each structure is followed by: Tau FP inhib	GAA glycogen mod	aGlu spleen mod	aGal spleen mod	Tau ThT inhib	GAA inhib	Tau fluor cs	HTT ATP protect
> CC(=O)OC[C@]12C[C@H](OC(=O)CC(C)C)C(C)=C[C@H]1O[C@H]1[C@H](O)[C@@H](OC(C)=O)[C@@]2(C)[C@]12CO2
→ 3.8%	/	11.9%	0.3%	-6.5%	/	-11.1%	-320.0%[inhibitor]
> CC1CCC(C(C)C)C(OP(N)(=O)c2ccccc2)C1 (centres undefined)
→ -6.3%	1.9%	-19.3%	12.5%	-7.7%	7.3%	-8.9%	3.8%
> c1ccc(-c2ccc(C(c3ccccc3)n3ccnc3)cc2)cc1 (centres undefined)
→ 10.0%&6.3%&-5.7%	-10.2%&-3.4%	-6.2%&0.7%&-12.6%	-9.4%&-17.2%&-5.6%	?	?	-10.6%&-15.3%&-17.9%	-62.7%[inhibitor]
> Cc1ccc(N2C(=O)NC(=O)/C(=C/c3ccc(-c4ccc(C(=O)O)c(Cl)c4)o3)C2=O)cc1
→ 3.5%	-2.0%	-0.7%	-0.2%	?	2.5%	-11.6%	5.7%
> Cc1ccccc1-n1c(C)nc2sccc2c1=O
→ -3.9%	6.9%	0.2%	0.0%	-5.1%	-3.7%	-5.5%	-16.6%
> Cc1cc(OCC(=O)Nc2c(C)n(C)n(-c3ccccc3)c2=O)c2c3c(c(=O)oc2c1)CCC3
→ -2.1%	8.3%	-6.0%	-3.7%	-14.8%	2.8%	-4.6%	-2.0%[0.074 µM]
> CCOP(=O)(OCC)C(O)c1ccc(Br)cc1 (centres undefined)
→ -3.1%	1.5%	-11.0%	-14.1%	0.6%	-0.2%	-1.0%	23.2%[10 µM]
> CN(CCc1ccc(Cl)c(Cl)c1)[C@@H]1CCCC[C@@H]1N1CCCC1
→ -0.3%	/	1.7%	6.5%	?	/	?	-79.6%[inhibitor]
> CN1CCC2(CC1)NC(=O)C1=C(CN(C)CC1)N2
→ -2.7%	4.7%	-14.7%	-2.5%	3.5%	-3.6%	-0.5%	15.1%
> CC1CC[C@@]2(NC1)O[C@@H]1C[C@H]3C4CC=C5C[C@@H](O)CC[C@]5(C)C4CC[C@]3(C)[C@H]1[C@@H]2C (some centres undefined)
→ -5.3%	/	11.2%	3.9%	-4.1%	/	-3.1%	-17.2%[1.9 µM]

Each structure is followed by: Tau FP inhib	GAA glycogen mod	aGlu spleen mod	aGal spleen mod	Tau ThT inhib	GAA inhib	Tau fluor cs	HTT ATP protect
> CNc1ccc(C(=O)CC(O)CCC(C)C2OC(=O)CC(O)CC(=O)CC(O)CC(O)CC(O)CC(O)CC3(O)CC(O)C(C(=O)OC)C(CC(O[C@@H]4OC(C)C(O)C(N)C4O)/C=C/C=C/C=C/C=C/C=C/C=C/C=C/C2C)O3)cc1 (some centres undefined)
→ -12.2%	/	0.9%	-0.1%	?	/	-15.6%	?
> CCOc1ccc(-n2c(O)c(N=Nc3c(C)n(C)n(-c4ccccc4)c3=O)c(=O)[nH]c2=O)cc1
→ -6.9%	?	-4.7%	2.4%	?	-2.9%	-17.9%	4.9%[10 µM]
> CN1C(=O)C(Cc2nc3ccccc3c(=O)n2-c2ccccc2)c2ccccc21 (centres undefined)
→ -2.9%	-0.6%	-12.4%	0.0%	-11.9%	0.4%	-5.5%	13.5%
> C=CCN1CC[C@]23CCCCC2[C@H]1Cc1ccc(O)cc13 (some centres undefined)
→ -7.4%&-6.3%	/	4.9%&-6.7%	-2.7%&-3.2%	-10.0%&6.9%	/	-13.4%&-3.4%	-36.1%[inhibitor]
> N#C/C(=C\c1ccc(O)c(O)c1)C(N)=S
→ ?	/	?	?	2.24µM*	/	?	-14.1%
> COc1ccccc1OCCCn1cc(C(=O)c2ccco2)c2ccccc21
→ -7.9%	-12.2%	-4.7%	-3.1%	?	-28.2%	?	-5.6%[10 µM]
> O=C(c1ccc(CS(=O)(=O)c2ccc(Br)cc2)o1)N1CCC2(CC1)OCCO2
→ -10.7%	-8.2%	-4.8%	-6.0%	-13.9%	0.5%	-16.7%	-13.1%[0.074 µM]
> O=C(Nc1ccccc1)c1cc([N+](=O)[O-])ccc1N1CCNCC1
→ 6.7%	-3.4%	3.6%	-1.3%	1.0%	-2.1%	2.9%	-4.0%[1.9 µM]
> O=C1c2ccccc2C(=O)c2ccccc21
→ -0.6%	/	6.7%	4.2%	7.4%	/	-2.8%	-9.8%&13.6%
> O=C(NCc1ccc(C(=O)N2CCC3(CC2)OCCO3)cc1)c1ccc2c(c1)OCO2
→ 3.6%	-6.0%	6.1%	-2.9%	-3.7%	-5.2%	-1.4%	-11.0%[0.074 µM]

Each structure is followed by: Tau FP inhib	GAA glycogen mod	aGlu spleen mod	aGal spleen mod	Tau ThT inhib	GAA inhib	Tau fluor cs	HTT ATP protect
> CCC(=NC1CC1)c1c(O)n(-c2ccc(OC)cc2)c(=O)[nH]c1=O
→ 5.1%	-5.6%	-3.7%	2.1%	0.1%	2.1%	7.9%	12.6%
> c1ccc2nc(OCCN3CC3)ccc2c1
→ -0.7%	1.4%	1.9%	7.3%	/	/	?	-1.7%[10 µM]
> O=C(N/N=C/c1c(O)n(CCc2ccc(F)cc2)c(=O)[nH]c1=O)c1ccncc1
→ 12.1%	3.5%	-13.7%	-5.5%	?	-0.3%	-18.5%	-10.5%
> O=C1NC(=O)C(CCc2ccncc2)(Cc2cccc(Cl)c2Cl)C(=O)N1c1ccc(Br)cc1 (centres undefined)
→ -1.1%	-7.1%	-0.3%	-9.2%	-15.1%	1.8%	-15.2%	-18.6%[10 µM]
> CO[C@H]1[C@@H](OC)CC(OC2OC(CO)C(O)C(O)C2O)/C(=C\C#N)[C@@H]1O (some centres undefined)
→ 1.6%	0.6%	-4.6%	-6.8%	-0.9%	3.1%[15.4 µM]	2.0%	/
> c1cncc(C2CCCCN2)c1 (centres undefined)
→ -2.0%&-0.3%&-4.4%	-8.1%	-1.7%&-0.6%&-4.5%	-14.8%&1.1%&4.1%	-4.9%&5.4%&-5.5%	-11.3%	0.0%&1.8%&-6.2%	-22.3%
> CC[C@]1(O)C(=O)OCc2c1cc1n(c2=O)Cc2cc3ccccc3nc2-1
→ -7.2%	/	14.2%	?	-4.8%	/	-12.0%	-127.8%[inhibitor][1.9 µM]
> N=C1c2ccccc2CN1NC(=O)C1CC1
→ 2.5%	3.0%	3.1%	0.2%	-11.0%	10.7%	-7.3%	14.9%[10 µM]
> CCCCCSc1cc(OC)c(CCN(C)C)cc1OC
→ 2.8%	8.0%	1.6%	-0.2%	0.8%	?	-7.9%	-27.8%
> Cn1c(=O)oc2cc(S(=O)(=O)N3CCC(C(=O)Nc4ccc(OC(F)(F)F)cc4)CC3)ccc21
→ ?	5.4%	-5.5%	-3.9%	17.2%	9.3%	0.8%	-8.0%[10 µM]

As entered above:
N#C/C(=C\c1ccc(O)c(O)c1)C(N)=S @ HTT ATP protect = -14.1%
Cc1ccc(N2C(=O)NC(=O)/C(=C/c3ccc(-c4ccc(C(=O)O)c(Cl)c4)o3)C2=O)cc1 @ Tau FP inhib = 3.5%

Following part:
Each structure is followed by: Tau FP inhib	GAA glycogen mod	aGlu spleen mod	aGal spleen mod	Tau ThT inhib	GAA inhib	Tau fluor cs	HTT ATP protect
> COc1ccccc1N(CC(=O)NC1CCCC1)C(=O)c1cnn(C(C)C)c1
→ -2.9%	1.7%	-0.4%	3.5%	-0.8%	-8.4%	2.4%	23.5%[10 µM]
> CCN1C(=O)C(=C2C=C(C)N(Cc3ccco3)C(C)=C2)C(=O)N(CC)C1=S
→ 3.6%	-4.5%	2.9%	4.0%	-4.2%	3.5%	-14.3%	-6.6%[10 µM]
> CN1CCc2nc(SCc3cccc(Br)c3)c(C#N)cc2C1
→ -0.2%	29.3%	6.0%	5.4%	?	/	-26.4%	11.8%[10 µM]
> Cc1ccsc1C(=O)C1CCCN(Cc2cnc(N3CCCC3)s2)C1 (centres undefined)
→ -0.3%	7.0%	-4.4%	0.9%	-10.3%	13.0%	-3.5%	23.9%[10 µM]
> O=[N+]([O-])c1ccccc1CNCCc1ccc(F)cc1
→ 4.2%	6.1%	4.8%	5.6%	-2.9%	-12.5%	-5.6%	14.7%
